Compound activity as filed in PubChem BioAssay.
hcDAF-12 act – H. contortus DAF-12 activation, primary screen. HEK293 hcDAF-12 lit1-tk-luc reporter, luminescence; 0% DMSO, 100% Δ7-dafachronic acid. activation, % at 6.8 µM. actives 1.4% (n = 370,000). AID 652067;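 active means activation above the mean of all tested compounds plus 3 SD, cut at about 5.5% in these data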;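 further: 100% = response to 3 µM Δ7-dafachronic acid high control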
PLCg1 inh – inhibitors of human phospholipase C gamma1; purified PLC-gamma1, fluorogenic substrate, fluorescence; actives 0.84% (n = 370,000); P19174; inhibition, % at 12.2 µM; in the data active means inhibition above about 9.5%
DAX1 inh-1 – inhibitors of human orphan nuclear receptor DAX1 (NR0B1). AID 504766. inhibition, % at 6.75 µM. actives 0.99% (n = 340,000). HEK293 Gal4-DAX1 luciferase reporter, luminescence;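 active means inhibition above the mean over all tested compounds plus 3 SD, cut at about 4.2% in these data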;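 further: 0% = DAX1-transfected cells with DMSO and 100% = empty-vector control cells with DMSO; inhibition shows as a rise in luminescence from relieved DAX1 repression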
MBD2 inh – MBD2-methylated oligo binding inhibition. Q9UBB5. TR-FRET, MBD2 binding to methylated oligonucleotide. inhibition, % at 4.4 µM. actives 0.31% (n = 370,000). AID 686964; in the data active means inhibition above about 13%
Target sequence (Q9UBB5 whole entry, looked up): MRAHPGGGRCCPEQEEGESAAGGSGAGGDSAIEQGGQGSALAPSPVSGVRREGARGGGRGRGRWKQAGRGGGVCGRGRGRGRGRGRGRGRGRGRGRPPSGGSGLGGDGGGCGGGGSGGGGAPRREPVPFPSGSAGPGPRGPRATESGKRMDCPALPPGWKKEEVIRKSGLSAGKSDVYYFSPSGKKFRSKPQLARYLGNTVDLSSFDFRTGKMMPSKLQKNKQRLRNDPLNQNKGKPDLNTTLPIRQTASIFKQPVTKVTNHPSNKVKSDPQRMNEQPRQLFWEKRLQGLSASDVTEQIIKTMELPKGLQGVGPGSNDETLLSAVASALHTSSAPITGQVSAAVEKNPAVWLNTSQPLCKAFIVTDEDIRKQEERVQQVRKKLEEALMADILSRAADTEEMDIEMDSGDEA
ADAM17 inh – inhibitors of human ADAM17; P78536; recombinant ADAM17, EDANS/DABCYL FRET peptide cleavage; inhibition, % at 6.95 µM; actives 0.83% (n = 370,000);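 active means inhibition above the mean of compounds lying between control limits plus 3 SD, set per campaign, cut at about 8.5% in these data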;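 further: 0% = DMSO-only wells as the low control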
SMARCA2 activ – increases SMARCA2 function in MMTV reporter cells. MG213 cells, MMTV-luciferase reporter, dexamethasone, overnight. activation, % at 9.1 µM. actives 1% (n = 370,000). AID 652017; in the data active means activation above about 7.8%;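 further: 0% = vehicle wells and 100% = reference activator wells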
DAX1 inh-2 – inhibitors of DAX1 repression of SF-1 activated StAR promoter. inhibition, % at 6.8 µM. HEK293T StAR-luciferase reporter, SF-1/DAX-1 repression relief. actives 1.1% (n = 370,000). AID 652010;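 active means inhibition above the mean over all tested compounds plus 3 SD, cut at about 3.6% in these data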;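 further: 0% = DAX-1 cells with DMSO and 100% = cells lacking DAX-1 with DMSO; higher inhibition means more luminescence from relief of DAX-1 repression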
ssDAF12 agonist – activators of S. stercoralis DAF-12 nuclear receptor; HEK293 ssDAF-12/GRIP1 lit1-tk-luc reporter, luminescence; % of 3 µM dafachronic acid response; activation, % at 6.8 µM; actives 1% (n = 370,000); AID 652126;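 active means activation above the mean over all tested compounds plus 3 SD, cut at about 0.9% in these data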;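 further: 0% = DMSO-only wells and 100% = 3 µM delta7-dafachronic acid wells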
NR1D1 modulator – modulates human Rev-erb alpha binding to DNA; P20393; Rev-erbα–FITC-DNA binding, fluorescence polarization, 90 min; activity, % at 10 µM; actives 0.79% (n = 370,000); AID 1259318;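 active means activity above about 14%, limit read from the data; passing the limit was not always enough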;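 further: 0% = DMSO wells with 35 nM protein and 100% = DMSO wells with 750 nM protein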
Target sequence (P20393 whole entry, looked up): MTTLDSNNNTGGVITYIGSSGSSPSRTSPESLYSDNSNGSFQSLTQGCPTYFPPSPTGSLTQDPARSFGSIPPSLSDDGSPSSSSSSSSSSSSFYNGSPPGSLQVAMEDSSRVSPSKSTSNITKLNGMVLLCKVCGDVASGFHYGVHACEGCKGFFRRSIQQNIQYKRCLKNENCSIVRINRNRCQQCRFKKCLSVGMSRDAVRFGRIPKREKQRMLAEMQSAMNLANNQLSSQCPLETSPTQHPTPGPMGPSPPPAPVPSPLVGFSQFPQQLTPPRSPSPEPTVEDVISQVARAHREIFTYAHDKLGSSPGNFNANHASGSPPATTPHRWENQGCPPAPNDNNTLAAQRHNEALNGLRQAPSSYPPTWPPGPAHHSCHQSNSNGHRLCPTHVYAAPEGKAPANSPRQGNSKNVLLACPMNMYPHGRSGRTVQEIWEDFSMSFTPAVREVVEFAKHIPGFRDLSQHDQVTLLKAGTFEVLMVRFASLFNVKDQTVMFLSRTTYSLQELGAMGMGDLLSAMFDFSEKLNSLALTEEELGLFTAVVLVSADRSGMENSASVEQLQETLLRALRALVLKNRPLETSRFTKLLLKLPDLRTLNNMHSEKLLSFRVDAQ
hgDAF-12 ag – agonists of H. glycines DAF-12 nuclear receptor. actives 1.8% (n = 370,000). AID 687014. HEK293 GAL4-hgDAF12 UAS-luciferase reporter, agonist luminescence; normalized to butyrate control. activation, % at 6.8 µM;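 active means activation above a cutoff set at the mean of all screened compounds plus 3 SD, cut at about 10% in these data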;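 further: 0% = DMSO wells and 100% = sodium butyrate wells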
PLC-beta3 inh – blocks human PLC-beta3 enzyme activity; Purified PLC-beta3, fluorogenic substrate, fluorescence; inhibition, % at 12.2 µM; actives 0.18% (n = 370,000); AID 720704; in the data active means inhibition above about 11%;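 further: 0% = median of compound wells on plate and 100% = full blocker control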
* hit, by the source's call; i = inactive; x = not tested or not shown.

SMILES	hcDAF-12 act	PLCg1 inh	DAX1 inh-1	MBD2 inh	ADAM17 inh	SMARCA2 activ	DAX1 inh-2	ssDAF12 agonist	NR1D1 modulator	hgDAF-12 ag	PLC-beta3 inh
CCn1c(NC(=O)c2ccccc2)c(-c2cccs2)c(=O)c2ccccc21	-1.2	-3	-1.1	1	-4	2	0.5	-0.9	-2	-3.1	-3
O=c1c2ccccc2nc(-c2ccccc2)n1/N=C/c1ccc([N+](=O)[O-])cc1	1.8	1	1.1	-6	-5	-2	-0.2	-1.1	0	0.0	5
CC(OC(=O)/C=C/c1ccco1)C(=O)NC1CCCCC1 (centres undefined)	-0.4	-2	1.0	9	-2	-3	-1.4	-1.8	-5	5.4	-10
Cc1cccc(Oc2nc(-c3ccccn3)nc3ccccc23)c1	-1.2	-2	1.4	-2	-5	4	-0.1	0.4	4	6.8	-8
CC(C)Oc1ccc(C(CC(=O)O)c2ccc(F)cc2)cc1 (centres undefined)	-3.2	1	0.8	0	0	-2	-0.4	-1.0	-3	0.9	-7
CCCCCn1nnnc1C1c2ccccc2OCC(=O)N1Cc1ccco1 (centres undefined)	-1.4	1	x	2	1	10*	1.1	-1.4	-1	0.8	3
O=C1[C@@H]2C(c3cccnc3)=NO[C@@H]2C(=O)N1c1ccc(Br)cc1	0.1	4	3.3	-3	-2	0	-0.3	-1.0	10	0.0	-4
CN(C)/C=N/NC(=O)c1ccccc1	-0.7	5	-1.0	2	-6	1	-0.1	-0.8	-2	9.1	0
O=C(CCc1nc2ccccc2c(=O)[nH]1)N1CCN(S(=O)(=O)c2cc(Cl)ccc2Cl)CC1	0.1	-2	-0.3	-6	-2	1	-0.1	-0.3	4	2.4	5
CCOc1ccc(/C=N/NC(=O)C(C)N(c2ccc(OC)cc2)S(C)(=O)=O)cc1 (centres undefined)	-0.9	-3	-0.9	7	-6	-1	-0.1	-1.9	-5	0.2	7
CCCc1ccc(C(=O)Cn2nc(C(=O)O)c3ccccc3c2=O)cc1	-1.3	6	-0.9	-4	0	-5	0.3	-1.4	11	0.7	-4
NC(=O)NC(=O)COC(=O)/C=C/c1cccs1	-0.7	-1	1.5	2	-5	1	-0.2	-0.8	-11	3.1	-8
CN(C)CC/C=C1/c2cc(F)ccc2Sc2ccc(Cl)cc21	-0.2	3	1.9	-3	-1	-2	0.5	-0.9	7	2.1	-8
Cc1ccc(C)c2[nH]c(=O)c(CCNC(=O)c3cccs3)cc12	-2.6	1	-0.2	2	-12	0	-1.3	-1.5	1	-3.2	-3
Nc1cc(=O)[nH]c(SCCSc2ccc(F)cc2)n1	-1.7	0	1.5	-3	2	-1	-0.1	-1.3	-2	-3.4	2
O=S(=O)(c1ccccc1)n1nc(-c2ccccc2)nc1NCc1ccco1	2.0	2	1.0	-4	6	2	0.8	-0.9	0	1.7	3
COc1ccc(CCn2ccc(O)c(Cc3ccc(Cl)cc3Cl)c2=O)cc1OC	-0.8	1	-1.5	1	0	0	-0.9	-1.3	-5	-1.3	3
COc1ccc(CC(=O)NNC(=O)c2ccco2)cc1OC	-0.8	-1	-0.6	-4	-6	-5	0.1	-1.2	-1	-2.1	-5
COc1ccc2nc(NC(=O)CSC3=NCCS3)sc2c1	-0.1	-3	-0.7	-1	2	4	0.1	-1.0	-4	7.4	-4
O=C(Nc1nccs1)c1cnc2sccn2c1=O	8.5*	-20	1.3	1	-5	6	1.8	1.5*	-6	9.4	-27
Cc1cc(C)nc(Nc2nc(C(N)Cc3ccccc3)cs2)n1 (centres undefined)	3.7	-4	x	-1	1	2	1.2	-0.4	-6	8.8	2
COc1ccc(OC)c(NC(=O)C(=O)/C=C(\O)c2cc(OC)ccc2OC)c1	1.4	-11	0.0	-7	-2	-1	0.5	-0.5	2	0.1	-17
CC(C)(C)c1ccc(C2(C)NC(=O)N(CC(=O)Nc3ccc4c(c3)OCO4)C2=O)cc1 (centres undefined)	-1.8	2	0.9	5	5	0	-0.7	-1.4	5	-2.3	0
CCc1cc2c(nc1CC)CCCN2S(=O)(=O)c1ccc(C)cc1	-1.4	2	x	-4	-1	-5	-2.5	-1.5	-2	-4.3	-3
CC(C)(C)c1ccc(C(=O)Nc2ccc(C(=O)N3CCCC3)cc2)cc1	-2.8	0	-0.7	-5	3	-2	-1.4	-1.3	-7	-1.3	-5
Cc1ccc(NC(=O)CSc2nnc(-c3ccc(S(=O)(=O)N4CCOCC4)cc3)n2C)cc1	-0.7	3	1.2	1	-2	-1	-0.3	-1.5	-1	-0.6	1
CCCC(C)NC(=O)c1ccccc1SC (centres undefined)	-0.5	-2	1.1	0	-3	1	0.3	-1.0	-4	-1.4	-4
NC(=NC(=O)c1cccc(C(F)(F)F)c1)c1ccc(C(F)(F)F)cn1	-0.7	-2	3.1	1	0	6	-0.2	-1.0	1	0.8	-41
O=c1[nH]c(CN2CCN(C/C=C/c3ccccc3)CC2)nc2cc(Cl)ccc12	-0.9	-4	1.3	1	-2	5	-0.3	-1.9	2	-0.9	2
COc1cc(CNC2CCCCCCC2)cc(Br)c1OCC#N	1.0	0	-0.4	1	3	-4	-0.7	-0.5	3	0.7	-5
O=C(CCCN1C(=O)/C(=C\c2ccccc2)SC1=S)Nc1ccccc1O	-0.8	-2	-2.3	0	-2	-4	0.5	-1.7	5	-3.3	-9
O=[N+]([O-])c1ccc(OCn2cncn2)cc1	0.0	-1	-0.2	-1	-2	1	0.5	-0.8	4	0.8	2
CCN1C(=O)[C@H]2[C@@H](c3ccc(C(F)(F)F)cc3)N[C@]3(CCCN(Cc4cccn4C)C3=O)[C@H]2C1=O	0.2	-3	-0.3	3	0	-1	-0.6	-0.9	-5	3.5	-1
O=C(OCCNC(=O)c1cc2ccccc2oc1=O)c1cccnc1	-1.9	-1	1.1	0	-9	1	-0.5	-1.0	-1	-0.7	-1
CCCOc1ccc(N2C(=O)CC(N3CCN(S(=O)(=O)c4ccccc4)CC3)C2=O)cc1 (centres undefined)	-1.3	3	-0.4	3	-4	-4	0.0	-1.3	1	-1.3	0
Cn1c(=O)c2c(ncn2CC(COCc2ccccc2)OCc2ccccc2)n(C)c1=O (centres undefined)	-0.4	4	0.0	1	7	-6	0.1	-1.1	-1	-1.0	-1
Cc1cccnc1NC(=O)CNC(=O)C1CCCCC1	0.2	2	-0.3	-2	-3	2	1.0	-0.7	-3	1.2	-3
O=C(Nc1nnc(-c2ccc(Cl)cc2)o1)c1ccccc1Br	-2.1	2	1.1	2	2	4	1.1	-0.7	0	3.8	-1
COc1ccccc1CNc1nc(NC(C)C)nc2cc(-c3ccccc3)sc12	-2.1	-8	x	-3	-7	-2	-2.8	-1.2	5	-0.2	-7
O=C(Cc1cccs1)NCc1cccnc1	-1.3	-6	0.5	-1	-3	0	0.2	-0.7	2	-1.2	-12
CCOC(=O)c1cc(-c2cc(OC)c(OC)c(OC)c2)nc2c1c(=O)[nH]c(=O)n2Cc1ccccc1	1.0	-70	2.4	-4	-3	0	-0.4	-1.3	23*	0.8	-82
COCCn1c(C)cc(C(=O)CSc2nc3ccccc3s2)c1C	-2.1	-5	-3.1	2	8	-8	-0.8	-1.6	1	-7.4	-7
O=C(NC1CC2CCC(C1)N2Cc1nnnn1Cc1ccco1)NC12CC3CC(CC(C3)C1)C2 (centres undefined)	-0.8	-1	-1.1	0	-6	-3	-1.4	-1.9	-2	-1.3	0
CCCCN(C)C(=O)c1sc(=O)n(Cc2ccc(Cl)c(Cl)c2)c1C	-1.6	4	x	-1	0	-1	-1.8	-1.6	-7	-4.9	2
NNC(=O)COc1ncn(-c2ccccc2)n1	-1.4	-56	0.4	6	-6	-3	-0.8	-1.0	-1	-0.5	-48

Quoted at random: 3 entries already listed
SMILES	hcDAF-12 act	PLCg1 inh	DAX1 inh-1	MBD2 inh	ADAM17 inh	SMARCA2 activ	DAX1 inh-2	ssDAF12 agonist	NR1D1 modulator	hgDAF-12 ag	PLC-beta3 inh
CCN1C(=O)[C@H]2[C@@H](c3ccc(C(F)(F)F)cc3)N[C@]3(CCCN(Cc4cccn4C)C3=O)[C@H]2C1=O	0.2	-3	-0.3	3	0	-1	-0.6	-0.9	-5	3.5	-1
O=C(CCCN1C(=O)/C(=C\c2ccccc2)SC1=S)Nc1ccccc1O	-0.8	-2	-2.3	0	-2	-4	0.5	-1.7	5	-3.3	-9
CCOC(=O)c1cc(-c2cc(OC)c(OC)c(OC)c2)nc2c1c(=O)[nH]c(=O)n2Cc1ccccc1	1.0	-70	2.4	-4	-3	0	-0.4	-1.3	23*	0.8	-82

(continued)
SMILES	hcDAF-12 act	PLCg1 inh	DAX1 inh-1	MBD2 inh	ADAM17 inh	SMARCA2 activ	DAX1 inh-2	ssDAF12 agonist	NR1D1 modulator	hgDAF-12 ag	PLC-beta3 inh
Fc1ccc2[nH]c3c(N4CCSCC4)ncnc3c2c1	-4.3	-58	-4.0	1	-43	-1	-2.4	-2.4	2	-9.4	-75
CCc1c(Cl)nc(N)nc1Nc1ccccc1C	-1.8	-1	0.7	1	-3	-4	-1.0	-1.0	0	2.5	2
COc1ccc(NC(=O)COC(=O)[C@@H]2CCCN2C(=O)c2cccs2)c(OC)c1	-0.6	0	-0.2	4	-3	-2	0.3	-1.1	-1	0.5	1
NC(=S)N/N=C1\CC(c2ccc3c(c2)OCCCO3)Oc2ccc(F)cc21 (centres undefined)	-4.2	3	-2.4	-1	3	1	-0.5	-0.9	0	-2.8	-3
O=C(Nc1ccccc1)Nc1ccc(Nc2ccccc2)cc1	1.8	2	x	-5	-2	-2	0.9	-1.5	-1	10	10
CN(C)CCNc1nc2sc3c(c2c(=O)n1-c1ccccc1)CCCCC3	-1.2	-3	-0.8	-3	-7	-1	-0.1	-1.4	2	-2.1	-6
CC(C)C[C@H](NC(=O)C1CC(=O)N(c2ccc3c(c2)OCO3)C1)C(=O)NC1CCCC1 (some centres undefined)	-2.1	0	-0.6	3	-2	5	0.1	-1.2	-5	-3.2	-12
O=C(CCCNC(=O)c1ccc(Cl)cc1)Nc1ccc(Br)cc1	1.0	3	-1.0	0	2	-1	-0.2	-1.3	8	1.3	-1
Nc1[nH]c(=O)[nH]c(=O)c1N=Nc1ccc(C(=O)O)cc1	0.1	-8	1.8	2	-9	-2	0.1	-1.0	0	-0.3	-8
Cc1c(Br)c([N+](=O)[O-])nn1C(C)C(=O)Nc1c(C)n(C)n(-c2ccccc2)c1=O (centres undefined)	-1.0	-1	-0.3	2	-4	-4	-0.1	-1.0	1	-3.2	-1
N#Cc1ccc(-c2cccc3nccn23)cc1	0.7	i	x	-3	i	2	0.7	-0.8	-7	4.0	i
Cc1ccc(N(CCC#N)C(=O)COC(=O)c2ccccc2SCC(=O)N2CCCC2)cc1	0.4	-3	-0.1	6	-3	-1	-0.1	-1.1	-4	0.0	-12
O=C(Cn1cncn1)N1CCN(c2ccc(F)cc2)CC1	-1.1	2	-1.3	4	2	0	0.6	-1.7	1	1.1	-4
O=C(CCN1CCCCC1)c1ccc2c(c1)OCCO2	-1.0	0	-0.1	1	-3	-3	0.0	-2.1	2	-0.3	-4
COC(=O)c1ccc(CSc2ccc3nnc(-c4ccccn4)n3n2)o1	-2.1	-6	-0.1	3	-1	-3	0.0	-1.8	11	-2.0	-8
COCCNC(=O)CS(=O)Cc1nc(-c2ccccc2C)oc1C (centres undefined)	-0.7	-2	0.7	-3	1	-1	0.6	-0.4	1	5.1	0
Cc1ccc(Nc2nc(-c3cccnc3)cs2)cc1Cl	11*	4	3.7	1	2	2	0.9	0.8	13	9.4	-8
